From PubChem BioAssay
HCMV antiviral = qHTS Assay for inhibitors of the human cytomegalovirus (HCMV); AID 1259415, 2018; activity change, negative = inhibition, % at 57.5 µM; hit rate 4.5% among 410,000; HFF cells, HCMV-luciferase reporter, 72 h; stronger effect = lower value; in the data active means activity change below about -60%; inconclusive means no clear call, values can overlap the other calls; inactive means above about -39%
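Two-dose cell screen: HFF monolayers treated with compounds and infected with luciferase-expressing HCMV at 1 PFU/cell, 72 h at 37C, then lysed for luciferase measurement.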
Sm TGR inh = qHTS Assay for the Inhibitors of Schistosoma Mansoni Peroxiredoxins. purified TGR, DTNB reduction, TNB absorbance 405 nm. AID 485364, 2010. Schistosoma mansoni thioredoxin glutathione reductase (TGR), Q962Y6. Potency, µM (doses to about 114 µM), for the others: at the highest dose activity change, negative = inhibition, actives largely listed as inhibitors. hit rate 3% among 360,000; further: potency means the concentration at half of the fitted maximal effect; nearly all actives have a fitted effect of over 60% in size
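Kinetic colorimetric format: TGR-catalysed, NADPH-driven DTNB reduction monitored via TNB absorbance. Enzyme dispensed at 20 nM; compound exposure 15 min at room temperature before reaction start.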
AmpC inh no detg = qHTS Inhibitors of AmpC Beta-Lactamase (assay without detergent). P00811. AmpC nitrocefin hydrolysis, absorbance 480 nm, 0.0001% Triton. Potency, µM (doses to about 57.1 µM), for inactives: at the highest dose activity change, negative = inhibition, usual class: inhibitors. hit rate 0.52% among 330,000. AID 485341, 2010;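 further: potency means the concentration at half of the fitted maximal effect; plate controls were no compound for no effect and no enzyme for full effect; nearly all actives have a fitted effect of over 20% in size; some results filed as inactive show a strong effect at the top dose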
Target sequence (P00811 whole entry, looked up): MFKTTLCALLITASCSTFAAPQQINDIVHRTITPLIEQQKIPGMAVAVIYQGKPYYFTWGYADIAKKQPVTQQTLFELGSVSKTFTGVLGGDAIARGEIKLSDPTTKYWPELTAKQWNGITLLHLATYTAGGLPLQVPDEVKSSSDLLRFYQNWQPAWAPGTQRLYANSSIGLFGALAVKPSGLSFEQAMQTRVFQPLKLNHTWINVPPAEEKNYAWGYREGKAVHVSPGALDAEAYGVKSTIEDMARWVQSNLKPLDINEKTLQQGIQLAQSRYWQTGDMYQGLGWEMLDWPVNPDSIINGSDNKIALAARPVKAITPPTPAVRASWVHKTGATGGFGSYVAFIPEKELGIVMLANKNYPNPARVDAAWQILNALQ
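AmpC (5.3 nM in the dispensed reagent) in 20 mM phosphate pH 7.0 with 0.01% (detergent screen) or 0.0001% Triton X-100 was preincubated with compounds for 15 min at room temperature. Nitrocefin was then added from an 800 uM solution, and hydrolysis was followed at 480 nm.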
AmpC detergent = qHTS Inhibitors of AmpC Beta-Lactamase (assay with detergent); hit rate 0.041% among 370,000; Potency, µM (highest dose often 114 µM), for the others: at the highest dose activity change, negative = inhibition, hits mostly inhibitors; P00811; AID 485294, 2010; AmpC hydrolysis of nitrocefin, absorbance 480 nm, 0.01% Triton;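 further: potency means the concentration at half of the fitted maximal effect; 0% = no-compound wells and -100% = no-enzyme wells; nearly all actives have a fitted effect of over 25% in size; some results filed as inactive show a strong effect at the top dose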
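20 mM phosphate pH 7.0 + 0.01% (detergent screen) or 0.0001% Triton X-100; 5.3 nM AmpC reagent; cpd preinc 15 min RT; nitrocefin (800 uM stock) to start; A480 q20 s × 4 min; Activity was normalised to no-enzyme and no-compound control wells.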
FBPA Giardia inh = qHTS Assay for Inhibitors of Fructose-1,6-bisphosphate Aldolase from Giardia Lamblia. A8B2U2. purified Giardia FBPA. Potency, µM (doses to about 59.6 µM), for the others: at the highest dose activity, negative = inhibition, most hits filed as inhibitors. hit rate 0.71% among 290,000. AID 2451, 2010; further: potency means the concentration at half of the fitted maximal effect; nearly all actives have a fitted effect of over 55% in size
Target sequence (A8B2U2 whole entry, looked up): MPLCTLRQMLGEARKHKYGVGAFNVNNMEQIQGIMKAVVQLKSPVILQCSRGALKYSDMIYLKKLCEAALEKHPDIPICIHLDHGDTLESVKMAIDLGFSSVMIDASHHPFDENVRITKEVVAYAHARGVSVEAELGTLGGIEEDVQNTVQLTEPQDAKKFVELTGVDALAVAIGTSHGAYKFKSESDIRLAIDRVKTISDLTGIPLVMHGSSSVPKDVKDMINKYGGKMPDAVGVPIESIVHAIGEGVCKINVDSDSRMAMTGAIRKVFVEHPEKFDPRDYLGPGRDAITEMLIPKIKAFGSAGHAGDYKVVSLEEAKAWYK
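Giardia FBPA (40 nM reagent) was preincubated 10 min at RT with compound (up to 57.5 uM final), then substrate plus GAPDH/TPI/NAD/arsenate coupling system with diaphorase/resazurin was added; resorufin fluorescence (525/598 nm) was read after 20 min.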
HCV inhibitor = qHTS Assay for Inhibitors of Hepatitis C Virus (HCV); Huh7.5.1 HCVcc-Cre infection, luciferase reporter, 44 h; Potency, µM (titrated, usually from 41.8 µM), without a hit: at the highest dose activity change, negative = inhibition, usual class: inhibitors; hit rate 3.4% among 340,000; AID 651820, 2012; further: potency means the concentration at half of the fitted maximal effect
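Whole-lifecycle infectious HCVcc-Cre system; cells 1,000/well, compound then virus (~0.5 moi) added 4 h after plating, 44 h culture. Luciferase read 15 sec following 15 min substrate incubation, room temp.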
An asterisk follows results filed as active; u = inconclusive; x = no result given; [ ] = dose if it differs, or a comment. Unless noted, the call rests on the fitted dose curve; in most records, active means well fitted curve in the direction sought with a large enough effect; inconclusive means small, poorly fitted or top-dose-only effect, or another doubt; inactive means no such curve, though single readings can be large; an effect the other way counts as inactive or inconclusive. Unless noted, on the % scale 0 is the no-effect control and ±100 the full control effect.

#	Structure	HCMV antiviral	AmpC detergent	Sm TGR inh
1	Oc1ccc(/C=N/N(Cc2ccccc2)c2ccccc2)cc1	-25	-2%	-8%
2	COCCn1c(-c2ccc(OC)cc2)nc2oc3cc(OC)ccc3c(=O)c2c1=O	-19	-18%	5%
3	O=C(N/C(=C\c1ccco1)C(=O)N1CCCC1)c1ccccc1	8	-2%	-22%
4	COc1ccc(C(=O)ON=C2c3ccccc3-c3ccccc32)cc1OC	25	-8%	-14%
5	Cc1ccn(C(=O)c2ccc(NC(=O)C3CC3)cc2)n1	-32	u	11%
6	Cc1ccc(NC(=O)CN(C)C(=O)c2ccc(NC(=O)CC3SC(N4CCCC4)=NC3=O)cc2)cc1 (stereo not drawn)	4	-8%	5%
7	CCc1ccc2occ(CC(=O)Nc3c(C(=O)c4ccccc4)oc4ccccc34)c2c1	-4	-6%	-9%
8	COc1ccc(CC(=O)NC(CC(=O)O)c2cccc([N+](=O)[O-])c2)cc1 (stereo not drawn)	-33	-3%	-2%

#	AmpC inh no detg	FBPA Giardia inh	HCV inhibitor
1	-51%	-12%	u
2	0%	2%	10%
3	-22%	-10%	-1%
4	-12%	2%	u
5	-24%	0%	22%
6	47%	x	-9%
7	x	x	x
8	0%	5%	-4%

Other results:
#	Structure	HCMV antiviral	AmpC detergent	Sm TGR inh
9	COc1cc(/C=C2\SC(=S)N(NS(=O)(=O)c3ccc(C)cc3)C2=O)cc(OC)c1OC	-28	-7%	u
10	CCOC(=O)NC(=O)CSc1nnc(C2CC2)n1Cc1ccco1	31	-13%	-30%
11	CCOc1ccc2oc(C(=O)N3CCN(Cc4ccccc4)CC3)c(C)c2c1	41	-2%	-21%
12	CCc1noc(C)c1C(=O)Nc1nc(-c2ccc(Cl)cc2Cl)cs1	-37	-21%	-9%
13	Cc1ccc(OCC(=O)N/N=C\c2ccco2)c(C)c1	-13	-3%	-23%
14	O=C(Cc1cccs1)N(Cc1cccs1)C1(C(=O)NC2CCCC2)CCCCC1	u	-6%	4%
15	CCCN(C(=O)c1ccc([N+](=O)[O-])c(C)c1)c1c(N)n(Cc2ccccc2)c(=O)[nH]c1=O	-30	6%	6%
16	O=C(c1ccc2c(c1)ncn2C1CCCCC1)N1CCC2(CC1)OCCO2	-22	1%	2%

#	AmpC inh no detg	FBPA Giardia inh	HCV inhibitor
9	u	19%	0%
10	-7%[11.4 µM]	-1%	20%
11	129%[activator]	-7%	-11%
12	-35%	-7%	10µM*
13	-29%	x	7%
14	1%	5%	u
15	-7%	x	5%
16	11%	1%	u

The last three entries of the section before open the next one.
#	Structure	HCMV antiviral	AmpC detergent	Sm TGR inh
14	O=C(Cc1cccs1)N(Cc1cccs1)C1(C(=O)NC2CCCC2)CCCCC1	u	-6%	4%
15	CCCN(C(=O)c1ccc([N+](=O)[O-])c(C)c1)c1c(N)n(Cc2ccccc2)c(=O)[nH]c1=O	-30	6%	6%
16	O=C(c1ccc2c(c1)ncn2C1CCCCC1)N1CCC2(CC1)OCCO2	-22	1%	2%
17	c1ccc(CNc2c(-c3cccc(SC4CCCCC4)c3)nc3ccccn23)cc1	-35	x	x
18	CSc1nc2ccc(NC(=O)c3ccccn3)cc2s1	-34	-14%	-8%
19	Cc1n[nH]c(C)c1Sc1ccccc1N=Cc1cc(Cl)cc([N+](=O)[O-])c1O	x	1%	-8%
20	COC(OC)c1ccc(C#N)c(=O)[nH]1	-7	u	2%
21	CC(Sc1nnc(-c2cccnc2)n1N)C(=O)N1CCOCC1 (stereo not drawn)	26	u	11%
22	Cc1cc(C)cc(NC(=O)CCc2c(C)nc3c(c2C)c(=O)n(C)c(=O)n3C)c1	-10	15%	0%
23	Cc1ccnc(SCC(=O)Nc2c(C)n(C)n(-c3ccccc3)c2=O)n1	-24	-10%	-5%
24	COc1ccc(N2CCN(c3ncnc4c3[nH]c3ccccc34)CC2)cc1	-92*	-7%	1%

#	AmpC inh no detg	FBPA Giardia inh	HCV inhibitor
14	1%	5%	u
15	-7%	x	5%
16	11%	1%	u
17	-23%	x	-18%
18	-13%	1%	-3%
19	-10%	-15%	16%
20	-7%	0%	-8%
21	-15%	x	10%
22	x	x	x
23	-11%	1%	13%
24	x	-3%	5.6µM*

The results go on:
#	Structure	HCMV antiviral	AmpC detergent	Sm TGR inh
25	CCN(C1CCCCC1)S(=O)(=O)c1ccc(S(=O)(=O)NCc2ccncc2)cc1	u	u	6%
26	O=C(N/N=C/c1ccc(-c2ccc(Br)cc2)o1)c1ccc2c(c1)OCO2	-10	-15%	-1%
27	Cc1oc2c(C)c3oc(=O)c(CC(=O)N[C@@H](CCCNC(N)=O)C(=O)O)c(C)c3cc2c1C	1	3%	-1%
28	CC1CC(C)CN(CCCNC(=O)c2ccc3c(c2)N(Cc2ccccc2)C(=O)c2ccccc2S3=O)C1 (stereo not drawn)	u	1%	-4%
29	C=CCc1cccc(CNc2c(C)cc(C)cc2C)c1O	-15	u	-6%
30	O=C(CCC1N=C2c3ccccc3N=C(SCC(=O)NCc3ccco3)N2C1=O)NCc1ccco1 (stereo not drawn)	76	-4%	u
31	CC(=O)c1cn(CCCOc2ccccc2)c2ccccc12	-13	3%	-3%[57.1 µM]
32	CCOC(=O)N1CCC(NC(=O)C2=CCN(S(=O)(=O)c3ccc(F)cc3)CC2)CC1	u	8%	-6%

#	AmpC inh no detg	FBPA Giardia inh	HCV inhibitor
25	11%	-1%	x
26	-26%	3%	u
27	-5%	0%	22%
28	145%[activator]	15%	u
29	-12%	-5%	5%
30	3%	-6%	5%
31	53%	-14%	7.1µM*
32	24%	3%	-23%

Other records
#	Structure	HCMV antiviral	AmpC detergent	Sm TGR inh
33	Cc1ccc(NC(=O)CN2CCc3ccccc3C2)cc1F	-10	-3%	-2%
34	COc1ccc(C2CC(=O)N(CC(=O)Nc3cc(C)ccc3C)c3ccccc3S2)cc1 (stereo not drawn)	11	8%	3%
35	Cn1c(Cn2c(=O)sc3ccccc32)nnc1SCC(=O)NC1CCCCC1	x	u	-5%
36	CN(C(=O)COC(=O)c1ccc(C(C)(C)C)cc1)C1CCS(=O)(=O)C1 (stereo not drawn)	-35	-15%	0%
37	Cc1c(O)cc2c(c1O)C(=O)CC(c1ccccc1)O2 (stereo not drawn)	-24	5%	-10%
38	N/C(COc1ccc(C(=O)O)cc1)=N\O	-13	u	-11%
39	CC(=O)NCCCc1nc2ccccc2n1Cc1ccccc1F	0	0%	5%
40	CCc1cccc(CC)c1NC(=O)CN1CCN(S(=O)(=O)c2ccccc2)CC1	-15	0%	7%

#	AmpC inh no detg	FBPA Giardia inh	HCV inhibitor
33	-39%	u	17%
34	x	x	x
35	-15%	7%	10%
36	-12%	x	20%
37	-44%	-3%	u
38	-7%	-1%	4%
39	32%	4%	5%
40	51%	2%	u

Next part:
#	Structure	HCMV antiviral	AmpC detergent	Sm TGR inh
41	Cc1ccc(CNC(=O)CCCC(=O)O)cc1	65	0%	4%
42	COC(C[C@H]1O[C@H]1[C@H](O)[C@H](C)OCc1ccccc1)OC	-20	0%	-14%
43	c1ccc(-n2ncc3c2ncn2c(C4CCCCC4)nnc32)cc1	x	-5%	0%
44	CC1C(=O)N2CCCc3cc(NC(=O)C(=O)NCc4ccc5c(c4)OCO5)cc1c32 (stereo not drawn)	17	-15%	-5%
45	CCc1nnc(NC(=O)C(CC)c2ccccc2)s1 (stereo not drawn)	-10	u	2%
46	Cc1ccc(NC(=S)N2CCC(NC(=O)c3ccco3)CC2)cc1C	-8	u	0%
47	CCc1ccc(Cn2c(CNS(=O)(=O)c3ccc(F)c(Cl)c3)nc3cccnc32)cc1	21	3%	4%
48	C(#Cc1ccccc1)C[N+]1(CC#Cc2cccc3ccccc23)CCOCC1	u	6%	-2%[57.1 µM]

#	AmpC inh no detg	FBPA Giardia inh	HCV inhibitor
41	-28%	0%	2%
42	-19%	0%	5%
43	-15%	4%	x
44	5%	x	u
45	-2%	1%	19%
46	-15%	-4%	-6%
47	x	x	x
48	99%[activator]	-7%	-3%

Next section.
#	Structure	HCMV antiviral	AmpC detergent	Sm TGR inh
49	Cc1ccc(OCc2ccc(-c3ccccc3)cc2)c([N+](=O)[O-])n1	-83*	u	-4%
50	Cc1ccc(Oc2nnc(-c3cccs3)c3ccccc23)cc1C	-62*	4%	2%
51	CC(C)OCCCn1c(SCC(=O)Nc2ccc(F)cc2)nc2c(sc3ccccc32)c1=O	-8	-2%	0%
52	COc1ccc(N2CCN(CCNC(=O)CCS(=O)(=O)c3cccc4nsnc34)CC2)cc1	x	4%	-5%
53	CC1=C([N+](=O)[O-])C(c2ccccc2)C2=C(N1)c1ccccc1C2=O (stereo not drawn)	u	4%	14µM*
54	O=C(NCC1CCN(Cc2ccccc2F)CC1)C1CCCN(c2ncnc3c2nc2n3CCCCC2)C1 (stereo not drawn)	-39	u	-5%
55	Cc1c(NC(=O)CSC(=S)N2CCCC2)c(=O)n(-c2ccccc2)n1C	-8	-3%	21%
56	COc1cc(/C=C2/C(=N)N3C(=NC2=O)SN=C3S(C)(=O)=O)ccc1OS(=O)(=O)c1ccc(C)cc1	-20	-3%	-9%
57	Cc1cccc(N2CCN(C(=O)c3cccc(S(=O)(=O)N4CCc5ccccc5C4)c3)CC2C)c1 (stereo not drawn)	-62*	u	3%

#	AmpC inh no detg	FBPA Giardia inh	HCV inhibitor
49	8%	-1%	u
50	-44%	4%	-7%
51	x	x	x
52	3%	-20%	x
53	-42%	-16%	u
54	145%[activator]	4%	u
55	1%	x	-2%
56	-50%	-3%	-6%
57	26%	-3%	7.1µM*

4 entries drawn at random from those above:
#	Structure	HCMV antiviral	AmpC detergent	Sm TGR inh
57	Cc1cccc(N2CCN(C(=O)c3cccc(S(=O)(=O)N4CCc5ccccc5C4)c3)CC2C)c1 (stereo not drawn)	-62*	u	3%
56	COc1cc(/C=C2/C(=N)N3C(=NC2=O)SN=C3S(C)(=O)=O)ccc1OS(=O)(=O)c1ccc(C)cc1	-20	-3%	-9%
50	Cc1ccc(Oc2nnc(-c3cccs3)c3ccccc23)cc1C	-62*	4%	2%
55	Cc1c(NC(=O)CSC(=S)N2CCCC2)c(=O)n(-c2ccccc2)n1C	-8	-3%	21%

#	AmpC inh no detg	FBPA Giardia inh	HCV inhibitor
57	26%	-3%	7.1µM*
56	-50%	-3%	-6%
50	-44%	4%	-7%
55	1%	x	-2%
